Insulin prom up: MIN6 insulin promoter up-regulation | MIN6 insulin promoter-GFP reporter, high-content imaging; hits give high values | z-score at 5 µM | 0.3% of 190,000 active | AID 1625;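 active = z-score above 3 at 5 µM with at least 500 cells counted in the well; inconclusive = wells under 500 cells, flagged as cytotoxic or low count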
PMI inhibitors: MPI enzyme activity inhibition – biochemical, fluorescence intensity, coupled assay, primary screen (AID 1209) | purified PMI enzyme, coupled fluorescence intensity; higher % means a stronger effect | inhibition, % at 20 µM; hits with a dose series show IC50 in µM | 0.42% of 190,000 active;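 note: plate controls were DMSO vehicle for no effect and wells lacking substrate for full effect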
MT stabilizer: stabilizes microtubules in HeLa cells | % tubulin-high responders, % at 10 µM | HeLa tubulin immunostaining HCS, 24 h; share of cells brighter than vehicle mean+2SD | 0.83% of 200,000 active;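 active = plate Z-score above 3 for both tubulin-high and condensed-nucleus cell shares, with cell loss under 80%, at 10 µM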;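 note: anti alpha tubulin signal scored within the nucleus-defined area of each cell; some results filed as inactive read as strong as hits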
PMI inhibition: human PMI inhibitors, high substrate, primary screen, biochemical, fluorescence intensity, high mannose 6-phosphate (AID 1220). recombinant PMI enzyme, coupled fluorescence intensity; higher % means a stronger effect. inhibition, % at 20 µM, or IC50 in µM where a hit was titrated. 0.66% of 190,000 active
Autophagy HCS: modulators of autophagy; MEF GFP-LC3 puncta imaging; test concentration mostly 10 µM; calls only at 10 µM (by protocol); 0.98% of 190,000 active;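 active = percentage of spot-positive cells more than 3 SD above its plate mean, without a fluorescence outlier flag or 80% toxicity; inconclusive = no clear call, values can overlap the other calls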;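 note: spot-positive cell cutoff set from DMSO-treated cells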
bCat nuc transl: modulators of beta-catenin nuclear translocation. 0.3% of 190,000 active. nuclear translocation activity, % at 5 µM. HeLa beta-catenin nuclear translocation, immunofluorescence imaging;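 active = nuclear translocation activity above 50% at 5 µM, with a well cell count of 50 or more; inconclusive = wells under 50 cells across six images, flagged as toxic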;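 note: per-cell ratio of nuclear to cytoplasmic median beta-catenin stain intensity; plate controls were DMSO negative control for no effect and GSK-3 inhibitor IX positive control for full effect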
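Signal – beta-catenin immunofluorescence imaging with DAPI · Test system – human HeLa cell line · Dosing – 5 µM primary single dose, 0.1% DMSO, 0.02–20 µM confirmation series · Measure – % activation, nuclear-to-cytoplasmic median beta-catenin signal ratio per cell · Incubation – 24 h compound exposure at 37°C, 5% CO2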
TNAP activation fold: human TNAP enzyme activators, primary screen, biochemical, luminescent, no phosphate acceptor, uHTS (AID 1001). purified TNAP, luminescent activation assay, no phosphate acceptor; higher activation fold means a stronger effect. activation fold at 20 µM; hits with a dose series show EC50 in µM. 0.03% of 200,000 active; in the data active = activation fold from about 3, or a potency from the dose series; inactive = the rest, 99 in 100 with activation fold below about 1.6; note: many of its hits are not listed in these tables
T cell modulator: modulates CD8 T cell binding to vesicles; 2C CD8+ T cell-vesicle binding, flow cytometry; hits give low values; 0.068% of 330,000 active; AID 2052; calls only at 7 µM;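 active = response, share of CD8 T cells binding vesicles, and their 90th percentile fluorescence all below set limits, cut at about 80% in these data, passing the limit was not always enough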
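Material: 2C TCR transgenic mouse naive CD8+ T cells, MACS-purified. Also added: QL9-charged Drosophila Ld/ICAM-1/B7-1 vesicles. Timing: binding 1.5 h at 37 °C. Measured by: high-throughput flow cytometry with anti-B7-1 and anti-CD8 staining. Read-out: percent CD8+ FL2 mean versus row control. Controls: Unloaded micro-vesicles (low), QL9 vesicles with 0.7% DMSO (high).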
Hep lipid drop: hepatic lipid droplet formation modulation | AML12 mouse hepatocytes, oleate lipid droplets, BODIPY imaging | inhibition, % at 6.5 µM | 0.4% of 240,000 active;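 active = lipid droplet intensity inhibited by at least 50%, with more than 500 cells counted; inconclusive = wells with under 300 cells, treated as cytotoxic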
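Assay system: AML12 hepatocytes (mouse) / Also added: 100 µM oleic acid challenge / Times: overnight treatment with compound plus oleate / Detection: high-content imaging of BODIPY-stained droplets and DAPI nuclei / Evaluation: % inhibition of lipid droplet signal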
Insulin prom up cell count: recorded beside Insulin prom up, whose call it bears; cell count; measured here: cytotoxicity, nuclei count;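 total cells summed across four imaged fields per well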
Hep lipid drop cells 6.5 µM: recorded beside Hep lipid drop, whose call it bears; cell count; measured here: cell count, cytotoxicity flag;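 cells counted across two imaged fields per well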
bCat nuc transl cell count 5 µM: recorded beside bCat nuc transl, whose call it bears; cell count; measured here: cell count, cytotoxicity flag
T cell modulator vesicle-bound %: second read-out of T cell modulator, no call of its own (marks repeat the call); double positive events, %; measured here: CD8+ vesicle-bound cell fraction;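 binding gate set so that unloaded-vesicle control wells show 10% double positive cells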
MT stabilizer Hoechst-high %: also measured in MT stabilizer; calls as there; % Hoechst-high responders; measured here: nuclear condensation Hoechst responders;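 share of cells brighter than vehicle mean plus two SD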
MT stabilizer cytotoxicity %: further read-out of MT stabilizer, marked with its call; toxicity, %; measured here: cytotoxicity by cell density;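 0% = mean cell density of plate MIN control wells and 100% = no cells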
Autophagy HCS cell loss 18 h: also measured in Autophagy HCS; calls as there; toxicity, %; measured here: cell loss, nuclei count;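 cell loss after 18 h compound exposure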
The depositor's hits bear a star; i = inactive; ? = inconclusive; nt = no result given. Cut-off read from the data, not from the text of the source, unless noted: active = inhibition above about 50%; inactive = the rest.

Compound	Insulin prom up	Insulin prom up cell count	PMI inhibitors	MT stabilizer	MT stabilizer Hoechst-high %	MT stabilizer cytotoxicity %	PMI inhibition	Autophagy HCS	Autophagy HCS cell loss 18 h	bCat nuc transl	bCat nuc transl cell count 5 µM	TNAP activation fold	T cell modulator	T cell modulator vesicle-bound %	Hep lipid drop	Hep lipid drop cells 6.5 µM
CCOc1ncccc1C(=O)OCC(=O)NC1CC1	-1.68	1394	3.1%	3.0	2.0	10.6	-2.1%	i	-0.1	-0.5	1132	1.1	i	64.1	11.7	738
CCOC(=O)N1CCC(C(N)=O)CC1	-0.11	978	4.0%	1.5	2.0	1.7	1.3%	i	10.4	nt	nt	1.1	i	32.1	25.4	837
COc1ccc(N(C(=O)c2ccco2)C(C(=O)NC2CCCC2)c2cccs2)cc1 (stereo not given)	0.06	1553	0.9%	3.0	1.1	8.7	4.2%	i	3.5	3.3	818	1.1	i	36.9	-0.8	745
CN1/C(=C\C(=O)CSc2nnc(NCc3ccccc3)s2)C(C)(C)c2ccccc21	?	nt	-5.6%	4.4	2.3	1.1	-8.3%	i	9.9	6.9	441	1.1	i	39.1	-18.6	691
Cc1nn(-c2ccc(Cl)cc2)c(=O)c2ccccc12	1.13	1376	-2.5%	2.4	1.9	8.0	-4.6%	i	19.8	-0.6	1481	1	i	21.7	-14.9	733
Oc1c(C(c2ccccn2)N2CCCCC2)cc(Cl)c2cccnc12 (stereo not given)	-5.13	557	36.9%	3.6	2.0	6.5	32.5%	i	3.7	2.1	878	nt	i	58.2	-1.0	644
Cc1ccc(-c2cnc3cc(C)nn3c2)cc1	-0.05	1379	-7.7%	3.1	3.5	5.0	-9.0%	i	-4.8	-1.9	1063	1.1	i	24.0	-2.3	660
CCOC(=O)c1c(C)[nH]c(C(=O)CSc2nc(C)cc(C)n2)c1C	-0.26	1355	-11.7%	2.8	2.4	5.3	-14.2%	i	-11.9	2.7	556	1.1	i	16.2	-15.0	703
CCOC(=O)CSc1ccc(S(=O)(=O)N(C)C2CCCCC2)cc1[N+](=O)[O-]	0.14	799	16.9%	1.7	1.7	2.0	7.8%	i	-5.1	2.0	1009	1	i	54.2	-13.7	760
O=C(O)c1ccccc1/C=N/NC(=S)NC1CCCCC1	-0.23	964	nt	nt	nt	nt	nt	nt	nt	-0.8	1358	nt	i	16.7	-10.2	658

The list goes on:
Compound	Insulin prom up	Insulin prom up cell count	PMI inhibitors	MT stabilizer	MT stabilizer Hoechst-high %	MT stabilizer cytotoxicity %	PMI inhibition	Autophagy HCS	Autophagy HCS cell loss 18 h	bCat nuc transl	bCat nuc transl cell count 5 µM	TNAP activation fold	T cell modulator	T cell modulator vesicle-bound %	Hep lipid drop	Hep lipid drop cells 6.5 µM
COc1ccc(Cc2nnc(NC(=O)c3cccs3)s2)cc1	-0.52	1197	-6.1%	2.9	1.9	3.7	-9.1%	i	-5.3	-0.1	990	1.1	i	13.8	nt	nt
Cc1c(NC(=O)c2ccc(Br)s2)c(=O)n(-c2ccccc2)n1C	-0.73	1584	3.0%	1.9	2.7	22.5	13.3%	i	2.1	-4.2	1075	1.1	i	23.3	13.8	711
Cc1cc(NC(=O)COC(=O)C2COc3ccccc3O2)no1 (stereo not given)	-0.22	910	-1.0%	1.6	2.0	19.2	-4.4%	i	4.0	-5.2	997	1	i	31.7	nt	nt
CCOc1ccc(-c2cc(CCCC(=O)Nc3cc(OC)ccc3OC)no2)cc1	nt	nt	13.2%	5.7	3.6	18.1	15.8%	i	10.7	nt	nt	1.1	i	51.3	nt	nt
COc1cccc(NC(=O)CN(C)C(=O)/C=C/c2cc(OC)ccc2OC)c1	-0.59	1381	-3.5%	2.3	1.7	5.1	-11.2%	i	7.7	1.3	933	1	i	40.5	26.5	594
Cc1ccc(-c2nnc(OCC3CCCO3)c3ccccc23)cc1 (stereo not given)	-1.05	1436	9.9%	2.0	1.2	2.8	9.4%	i	6.5	-0.2	1090	1	i	7.9	0.4	678
O=S(=O)(Cc1ccccc1)N1CCN(c2ccccc2)CC1	-1.48	1472	-9.2%	3.3	2.2	0.3	-7.2%	i	1.8	1.1	1368	1	i	43.8	nt	nt
COc1ccccc1OCCCC(=O)NCc1ccco1	-0.9	1521	12.8%	0.9	1.6	7.3	14.6%	i	-18.2	0.3	965	1.1	i	24.1	-9.6	684
COc1ccc(SCc2noc(C(=O)NCC3CCCO3)c2C(=O)O)cc1 (stereo not given)	-0.18	1438	-1.9%	2.6	1.4	7.0	-5.9%	i	-0.7	-0.4	1355	1.1	nt	nt	nt	nt
N#Cc1cc(C(=O)c2cc(Br)ccc2O)cn(C2CCCCC2)c1=O	-0.71	1460	0.4%	3.2	1.6	1.8	-4.7%	i	3.1	1.4	1322	1.2	i	28.1	nt	nt

Further structures follow:
Compound	Insulin prom up	Insulin prom up cell count	PMI inhibitors	MT stabilizer	MT stabilizer Hoechst-high %	MT stabilizer cytotoxicity %	PMI inhibition	Autophagy HCS	Autophagy HCS cell loss 18 h	bCat nuc transl	bCat nuc transl cell count 5 µM	TNAP activation fold	T cell modulator	T cell modulator vesicle-bound %	Hep lipid drop	Hep lipid drop cells 6.5 µM
CCN(CC)S(=O)(=O)c1ccc(N2CCOCC2)c(NC(=O)CC(C)(C)C)c1	-0.11	993	nt	nt	nt	nt	nt	nt	nt	0.1	1326	nt	i	58.8	1.6	742
CCn1cc(SCC(=O)N2CCc3ccccc32)c2ccccc21	0.59	2023	20.2%	6.5	2.2	3.0	20.4%	i	-4.8	-0.5	1113	1	i	17.1	-12.6	517
CCOC(=O)c1[nH]c(C(=O)O)c(OC(=O)CC)c1C	0.48	1439	nt	nt	nt	nt	nt	nt	nt	-4.2	1253	nt	i	35.8	6.1	838
CCOC(=O)CSc1nc(N)cc(=O)[nH]1	0.25	1472	8.6%	1.8	2.1	3.3	0.0%	i	1.6	-3.7	1299	1.1	i	44.9	nt	nt
Cc1ccc(CCNc2ccccc2C)cn1	0.27	1208	-6.3%	1.5	1.8	0.7	-5.8%	i	3.1	-1.2	1100	1.1	i	39.9	-22.5	748
Cc1ccc(S(=O)(=O)CC(=O)Nc2ccc(Cl)cn2)cc1	nt	nt	-4.7%	2.5	2.5	8.9	-2.1%	i	-14.8	-1.0	963	1.1	i	31.5	1.8	725
O=C(COC(=O)c1cccnc1Cl)c1ccc(F)cc1	-0.37	1465	6.9%	2.2	1.4	9.7	0.2%	i	-28.5	-1.2	1085	1.1	i	15.8	2.2	637
Cc1ccccc1C(O)c1ccccn1 (stereo not given)	-0.02	1570	-7.4%	2.6	1.6	6.7	4.3%	i	12.0	1.5	1358	1	i	26.3	nt	nt
CCCn1c(SCC(=O)NCc2ccco2)nnc1-c1ccncc1	-0.27	1561	9.3%	2.4	2.2	12.4	15.7%	i	-4.6	-0.4	1457	1.1	i	40.6	21.3	658
Cc1ccc(C(=O)NNc2cc(=O)n(C)c(=O)n2C)cc1C	-0.18	1478	9.5%	1.8	2.9	10.0	13.8%	i	5.1	-1.8	1123	1.1	i	44.5	2.4	656

Carrying on:
Compound	Insulin prom up	Insulin prom up cell count	PMI inhibitors	MT stabilizer	MT stabilizer Hoechst-high %	MT stabilizer cytotoxicity %	PMI inhibition	Autophagy HCS	Autophagy HCS cell loss 18 h	bCat nuc transl	bCat nuc transl cell count 5 µM	TNAP activation fold	T cell modulator	T cell modulator vesicle-bound %	Hep lipid drop	Hep lipid drop cells 6.5 µM
CC(C)NC(C(=O)Nc1cc(Cl)cc(Cl)c1)c1ccccc1 (stereo not given)	-0.3	856	5.1%	2.1	1.6	7.7	1.0%	i	-4.5	1.2	1120	1	i	16.7	-11.7	781
Cc1nc2cc(NC(=O)N3CCCC3)ccc2n1C	0.46	1437	6.3%	1.5	2.2	4.9	2.1%	i	-1.2	3.8	974	1	i	21.0	7.0	749
Cc1occc1-c1nc(-c2ccccn2)no1	0.46	1131	3.3%	2.2	1.0	10.5	7.3%	i	-11.8	-3.0	1080	1.2	i	43.8	nt	nt
N#Cc1nc(Cc2ccccc2)oc1N1CCN(c2ccccc2)CC1	0.29	1479	17.4%	4.0	2.3	11.5	9.1%	i	7.0	3.2	1368	1.1	i	35.9	nt	nt
CCOC(=O)c1ccccc1NC(=O)CN(c1ccc(OCC)cc1)S(C)(=O)=O	0.36	1213	nt	12.9	14.7	65.6	nt	i	40.8	69.0*	497*	1	nt	nt	-91.1	343
O=C(CNC(=O)c1ccccc1)OCc1cccc([N+](=O)[O-])c1	-0.27	1377	11.0%	1.6	2.6	5.4	-2.1%	i	6.4	-1.8	1130	1.2	i	41.0	6.3	622
COc1ccc(C2=NN(CN3C(=O)C(=O)c4ccccc43)C(c3ccc(C)cc3)C2)cc1 (stereo not given)	nt	nt	4.1%	2.3	1.5	5.7	2.0%	i	3.0	-3.5	1257	1	i	33.0	-9.9	710

Screens (PubChem BioAssay)
